Rac1 GTP hydrolysis = MgcRacGAP GTPase-activating activity inhibitors, confirmation, biochemical, ADP Hunter fluorescence. MgcRacGAP-stimulated Rac1 GTP hydrolysis, ADP Hunter fluorescence; higher % means a stronger effect; GST-tagged Rac1 F28L mutant substrate. one-dose inhibition, % at 30 µM; IC50 in µM for titrated hits. actives 0.6% (n = 340,000). AID 624330, 2012;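 active = first-screen hits whose inhibition reached a set limit at any dose in the follow-up dose series; inconclusive = inhibition above the set first-screen limit but never retested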;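 also: fluorescence reports GDP produced by GAP-driven GTP hydrolysis; strong numbers were not always called active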
LYP phosphatase = inhibitors of LYP phosphatase, biochemical, fluorescence intensity, uHTS (AID 1779); Tyrosine-protein phosphatase non-receptor type 22 (Homo sapiens); recombinant LYP phosphatase, fluorescence intensity; higher % means a stronger effect; inhibition, % at 11.5 µM, or IC50 in µM where a hit was titrated; actives 0.054% (n = 290,000); in the data active = inhibition above about 50%;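 also: plate controls were vehicle with enzyme for no effect and no enzyme for full effect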
Dengue-2 NS5 capping = Dengue-2 NS5 methyltransferase inhibitors, primary screen, biochemical, confirmation dose response (AID 588689); inhibition, % at 25 µM; hits with a dose series show IC50 in µM; Genome polyprotein (Dengue virus type 2 (strain 16681-PDK53)); Dengue-2 NS5 methyltransferase capping enzyme assay, biochemical; higher % means a stronger effect; actives 0.3% (n = 340,000); in the data active = a potency from the dose series; inconclusive = inhibition above about 29% without an active follow-up result
XIAP antagonists = XIAP antagonists, biochemical, IAP family, fluorescence polarization (AID 1018) | E3 ubiquitin-protein ligase XIAP (Homo sapiens) | XIAP BIR domain, fluorescence polarization peptide displacement; higher % means a stronger effect | displacement, % at 20 µM; hits with a dose series show IC50 in µM | actives 0.007% (n = 200,000); in the data active = displacement above about 50%; also: a part of the inactive calls stands beside numbers as strong as those of hits
HIV fusion peptide = inhibitors of HIV fusion peptide binding, primary screen, biochemical, uHTS, fluorescence dequenching (AID 1986). cell-free peptide binding, fluorescence dequenching, 30 min; higher % means a stronger effect. inhibition, % at 20 µM, or IC50 in µM where a hit was titrated. actives 0.3% (n = 290,000); in the data active = inhibition mostly above about 52%, no sharp cut-off; inactive = mostly below about 76%; also: some results filed as inactive read as strong as hits
Siah-1 displacement = Siah-1 peptide-binding antagonists, primary screen, biochemical, fluorescence polarization, rhodamine-plectin, uHTS (AID 1817). E3 ubiquitin-protein ligase SIAH1 (Homo sapiens). Siah-1 / rhodamine-plectin peptide fluorescence polarization; higher % means a stronger effect. one-dose displacement, % at 20 µM; IC50 in µM for titrated hits. actives 0.02% (n = 290,000);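 active = displacement of at least 50% at 20 µM, with a fluorescence ratio check between 0.3 and a set limit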;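 also: plate controls were Siah plus tracer with DMSO for no effect and tracer alone without Siah for full effect; strong numbers were not always called active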
RSV CPE inhibition = RSV antiviral activity via CPE protection, HEp-2 cells, primary 10 µM value included (AID 2391) | actives 0.13% (n = 310,000) | HEp-2 cells, RSV-induced CPE inhibition; higher % means a stronger effect | one-dose CPE inhibition, % at 10 µM; IC50 in µM for titrated hits; in the data active = a potency from the dose series; inconclusive = CPE inhibition mostly from about 23% at the one dose, without a potency; inactive = the rest, 99 in 100 with CPE inhibition below about 21%; also: strong numbers were not always called active
Large T inhibition = SV40 large T antigen inhibitors, biochemical (AID 1903); one-dose inhibition, % at 20 µM; IC50 in µM for titrated hits; SV40 large T antigen ATPase/helicase inhibition assay; higher % means a stronger effect; actives 0.39% (n = 310,000); in the data active = a potency from the dose series; inconclusive = inhibition mostly from about 32% at the one dose, without a potency; inactive = the rest, 99 in 100 with inhibition below about 32%; also: strong numbers were not always called active
AID2073 = inhibitors of Mint1-CaV2.2 protein interaction, biochemical, HTRF (AID 2073); actives 0.19% (n = 290,000); HTRF protein-protein interaction, Mint1-CaV2.2; higher % means a stronger effect; one-dose inhibition, % at 20 µM; IC50 in µM for titrated hits; Voltage-dependent N-type calcium channel subunit alpha-1B (Homo sapiens); in the data active = inhibition mostly above about 51%, no sharp cut-off; inconclusive = no clear call, values can overlap the other calls; inactive = mostly below about 53%; also: some results filed as inactive read as strong as hits
Numbers without * were called inactive; ? = inconclusive; nt = not tested or not shown.

SMILES	Rac1 GTP hydrolysis	LYP phosphatase	Dengue-2 NS5 capping	XIAP antagonists	HIV fusion peptide	Siah-1 displacement	RSV CPE inhibition	Large T inhibition	AID2073
N#Cc1ccc(CN2C=NS(=O)(=O)c3ccccc32)cc1	5.5%	-5.8%	-2.0%	nt	-1.3%	-1.5%	-0.1%	6.2%	-7.3%
CCN(CC)S(=O)(=O)c1ccc(NC(=O)Nc2cccc(C(F)(F)F)c2)cc1	13.9%	2.8%	-11.4%	-1.2%	3.3%	1.9%	7.7%	-4.8%	5.6%
Cc1[nH]c(C)c(S(=O)(=O)N2CCN(c3ccccc3F)CC2)c1C(=O)N1CCCC1	-19.6%	-14.7%	0.0%	nt	-1.6%	3.0%	0.2%	5.6%	-7.8%
Cc1nc([N+](=O)[O-])c(C(=O)OCc2ccccc2)n1C	0.7%	-9.2%	1.5%	-3.2%	-0.2%	-5.2%	1.0%	11.5%	-7.1%
C/C(Cl)=C\Cn1c(Nc2ccccc2)nc2c1c(=O)n(C)c(=O)n2C	8.3%	-5.1%	-2.9%	-2.2%	1.1%	2.2%	-0.5%	3.0%	5.1%
CCN(CC)S(=O)(=O)c1cccc(-c2nnc(C(=O)c3ccc(C(F)(F)F)cc3)o2)c1	-1.8%	-2.2%	1.7%	-2.1%	-1.7%	6.6%	6.9%	6.2%	4.6%
Cc1cc(C)c(S(=O)(=O)NC2CC2)c(C)c1	4.1%	-10.6%	2.3%	nt	-0.2%	2.7%	1.1%	25.9%	12.4%
O=C(CCn1c(=S)[nH]c2cc3c(cc2c1=O)OCO3)NCc1ccccc1Cl	-22.0%	-3.5%	-2.6%	nt	1.0%	-0.5%	2.6%	11.2%	2.5%
CCN1C(=O)CSC1=Nc1ccc(C(=O)O)cc1	-18.4%	-12.9%	1.9%	nt	-1.0%	2.8%	1.6%	-1.4%	-1.8%
O=C(O)c1ccc(N2Cc3ccccc3C2)cc1O	5.7%	-8.9%	1.4%	-3.8%	33.5%	-9.6%	0.7%	21.6%	-1.3%
Cc1cc(C)cc(N2CC(C(=O)Nc3cc(C)on3)CC2=O)c1 (configuration not stated)	3.0%	-7.7%	-9.8%	nt	1.1%	2.8%	1.0%	8.7%	1.4%
CC(=O)c1cccc(NC(=S)NC(=O)c2cncc(Br)c2)c1	-0.6%	6.1%	nt	nt	-0.2%	-0.5%	1.2%	5.9%	-7.9%
CC(C)(C)N(C(=O)Cn1nnc(-c2ccc(F)cc2)n1)C(C(=O)NC1CCCC1)c1ccncc1 (configuration not stated)	10.7%	-0.2%	-7.1%	-8.6%	-1.3%	3.5%	8.0%	0.9%	-6.8%
COc1ccc(OC)c(C2/C(=C(\O)c3ccc4c(c3)OCCO4)C(=O)C(=O)N2CC2CCCO2)c1 (configuration not stated)	6.0%	-5.1%	-3.2%	nt	-1.4%	-1.8%	0.4%	-3.9%	12.2%
O=C1CCN(S(=O)(=O)c2ccccc2)CCN1CCOCc1ccc(F)cc1	6.8%	-6.0%	-10.0%	nt	-0.4%	1.4%	2.6%	15.0%	17.9%
COc1ccc(C/C(=N\OC(C)=O)c2ccc(OC)cc2)cc1	11.6%	-4.9%	5.7%	nt	-0.3%	-3.1%	2.5%	-6.3%	-7.6%
Cc1ccc(C(NC(=O)NC(C)c2ccccc2)C(Cl)(Cl)Cl)cc1F (configuration not stated)	7.4%	1.5%	2.6%	-3.8%	1.0%	-0.4%	15.1%	3.9%	-0.9%
N#Cc1cc2c(nc1Cl)CCCC2	2.9%	-3.1%	-12.6%	1.7%	-1.5%	-8.4%	2.3%	11.1%	-6.2%
O=C(NCc1nc2ccccc2[nH]1)C1=C[C@H](c2csc3ccccc23)C[C@H](OCc2ccc(CO)cc2)O1	8.4%	3.5%	3.2%	nt	1.3%	-0.5%	30.8%	3.9%	26.1%
CCCOc1ccc(C(=O)Nc2cccnc2)cc1	6.6%	0.2%	-5.9%	nt	1.5%	1.0%	9.5%	9.8%	10.0%
O=C(CSc1nc2ccsc2c(=O)n1CC1CCC(C(=O)O)CC1)c1ccc(F)cc1 (configuration not stated)	-2.9%	-0.3%	-6.2%	-5.7%	7.0%	19.7%	0.8%	1.1%	-1.8%
O=C(Nc1nc2ccccc2s1)c1cc(-c2ccccc2)nn1-c1ccccc1	6.4%	-4.0%	-5.1%	-11.6%	0.6%	0.9%	13.8%	3.0%	31.1%
CN(C)S(=O)(=O)c1ccc(N2CCCC2)c(C(=O)Nc2cccc(F)c2)c1	6.1%	-7.4%	-11.3%	nt	1.7%	-2.0%	1.6%	5.6%	-3.2%
CCOC(=O)C[C@H]1c2cc(F)ccc2S(=O)(=O)N1c1cccc(OC)c1	8.1%	nt	-9.6%	nt	nt	nt	3.5%	3.6%	nt
COc1ccc(CC(=O)Nc2ccc(-c3nnc(-c4ccc(C)cc4)o3)cc2)cc1	2.1%	-2.6%	-1.5%	3.2%	5.9%	12.4%	9.5%	-2.3%	14.4µM*
NNC(=O)c1nn(-c2ccc(Cl)cc2)ccc1=O	6.2%	-1.7%	-3.3%	-1.6%	-2.5%	-2.0%	-1.0%	26.3%	1.5%
O=C(Cc1c(F)c(F)c(F)c(F)c1F)Nc1nc(-c2ccccc2)cs1	9.6%	-8.3%	-2.4%	nt	2.2%	0.6%	2.1%	3.7%	7.3%
CCOC(=O)C1=C(N)Oc2c(oc(CO)cc2=O)C1c1c(F)cccc1Cl (configuration not stated)	3.4%	-9.6%	-4.4%	-3.4%	0.0%	-1.3%	0.2%	5.9%	0.4%
COc1ccc(CCNC(=O)Cn2cc(C(F)(F)F)cc(Cl)c2=O)cc1	7.2%	-1.2%	-1.8%	-13.7%	0.5%	0.7%	0.8%	1.5%	11.6%
CC(CCc1ccccc1)NC(=O)CN1C(=O)NC2(CCCCC2)C1=O (configuration not stated)	-10.4%	-5.7%	-0.8%	-6.8%	-0.6%	1.7%	0.2%	11.8%	3.8%

Laid out differently: entries from further up.
Results follow in this order: Rac1 GTP hydrolysis | LYP phosphatase | Dengue-2 NS5 capping | XIAP antagonists | HIV fusion peptide | Siah-1 displacement | RSV CPE inhibition | Large T inhibition | AID2073
> N#Cc1ccc(CN2C=NS(=O)(=O)c3ccccc32)cc1
→ 5.5% | -5.8% | -2.0% | nt | -1.3% | -1.5% | -0.1% | 6.2% | -7.3%
> CCN(CC)S(=O)(=O)c1ccc(NC(=O)Nc2cccc(C(F)(F)F)c2)cc1
→ 13.9% | 2.8% | -11.4% | -1.2% | 3.3% | 1.9% | 7.7% | -4.8% | 5.6%
> Cc1[nH]c(C)c(S(=O)(=O)N2CCN(c3ccccc3F)CC2)c1C(=O)N1CCCC1
→ -19.6% | -14.7% | 0.0% | nt | -1.6% | 3.0% | 0.2% | 5.6% | -7.8%
> Cc1nc([N+](=O)[O-])c(C(=O)OCc2ccccc2)n1C
→ 0.7% | -9.2% | 1.5% | -3.2% | -0.2% | -5.2% | 1.0% | 11.5% | -7.1%
> C/C(Cl)=C\Cn1c(Nc2ccccc2)nc2c1c(=O)n(C)c(=O)n2C
→ 8.3% | -5.1% | -2.9% | -2.2% | 1.1% | 2.2% | -0.5% | 3.0% | 5.1%
> CCN(CC)S(=O)(=O)c1cccc(-c2nnc(C(=O)c3ccc(C(F)(F)F)cc3)o2)c1
→ -1.8% | -2.2% | 1.7% | -2.1% | -1.7% | 6.6% | 6.9% | 6.2% | 4.6%
> Cc1cc(C)c(S(=O)(=O)NC2CC2)c(C)c1
→ 4.1% | -10.6% | 2.3% | nt | -0.2% | 2.7% | 1.1% | 25.9% | 12.4%
> O=C(CCn1c(=S)[nH]c2cc3c(cc2c1=O)OCO3)NCc1ccccc1Cl
→ -22.0% | -3.5% | -2.6% | nt | 1.0% | -0.5% | 2.6% | 11.2% | 2.5%

Following part.
SMILES	Rac1 GTP hydrolysis	LYP phosphatase	Dengue-2 NS5 capping	XIAP antagonists	HIV fusion peptide	Siah-1 displacement	RSV CPE inhibition	Large T inhibition	AID2073
COc1ccccc1/C=C/C(=O)Nc1cccc(S(=O)(=O)NC2=NCCCCC2)c1	4.9%	6.1%	0.0%	-5.2%	0.4%	-1.8%	2.8%	6.0%	7.3%
O=c1c(-c2nc3ccccc3o2)c2oc3ccccc3n2c2ccccc12	nt	0.8%	nt	1.1%	-2.3%	1.8%	nt	10.2%	12.5%
O=c1[nH]c2ccc(Cl)cc2c(-c2ccccc2)c1N1CCOCC1	10.3%	0.8%	1.4%	-1.8%	-1.3%	5.1%	0.7%	4.7%	19.6%
O=C(Nc1ccon1)Nc1cccc(Cl)c1Cl	7.0%	-8.2%	-1.9%	nt	-0.3%	5.6%	?	26.2%	21.6%
C/C(=N\NS(=O)(=O)c1ccc(Br)cc1)c1ccc2c(c1)OCO2	8.9%	-4.9%	-3.2%	nt	-0.4%	-1.8%	2.9%	7.5%	9.5%
CCOC(=O)C1=C(COC(=O)c2cccc(N(C)C)c2)NC(=O)NC1C (configuration not stated)	4.5%	nt	-5.8%	nt	nt	nt	-1.0%	9.9%	nt
NS(=O)(=O)c1ccc(NC(=O)Cc2cccs2)cc1	8.9%	-0.1%	0.0%	nt	2.2%	4.2%	2.5%	8.1%	12.4%
Cc1ccc(-c2cc(C(=O)Nc3cccc(S(=O)(=O)N(C)C)c3)c3ccccc3n2)o1	6.0%	-1.8%	-34.8%	nt	3.6%	1.4%	0.3%	3.6%	-33.8%
CC(C)(C)NC(=O)Cc1ccc(Cl)c(Cl)c1	1.4%	-2.2%	2.9%	-7.0%	1.5%	-1.6%	0.2%	4.4%	-1.6%
C#CCNc1c2c(nc3nnnn13)CCCC2	4.0%	-8.6%	-1.5%	-6.8%	-1.4%	-4.7%	3.2%	3.0%	8.3%
Cc1ccc(NS(=O)(=O)c2c(C)[nH]c(C)c2C(=O)N2CCCCC2)c(C)c1	10.0%	-5.8%	-5.3%	nt	-1.5%	-1.7%	3.3%	2.4%	1.9%
COc1ccc(CCNC(=O)C(=O)c2cn(CC(=O)N3CCOCC3)c3ccccc23)cc1OC	9.6%	-10.9%	-3.6%	nt	-2.2%	0.3%	2.4%	6.7%	17.5%
CC(=O)Nc1nnc(Cc2ccccc2)s1	3.7%	-6.7%	-0.8%	-0.3%	0.5%	8.0%	-0.3%	3.1%	-8.3%
CC(=O)C1=C(O)C(=O)N(CCc2c[nH]c3ccccc23)C1c1ccccc1 (configuration not stated)	9.2%	-1.5%	-4.4%	0.6%	8.4%	3.1%	?	nt	-3.2%

Screening results as filed in PubChem BioAssay.
